High-throughput results as filed in PubChem BioAssay.
a7 integrin act – integrin-mediated muscular dystrophy alleviation activation; alpha7betagal myoblasts, beta-gal FDG fluorescence, 48 h; 0.064% of 350,000 active; Potency, µM (titrated, usually from 38.3 µM), without a hit: at the highest dose activation, hits mostly activators;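 further: potency means the concentration at half of the fitted maximal effect; 100% = response of the positive control SU9516; nearly all actives have a fitted effect of over 60% in size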
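Alpha7betagal+/- myoblasts (passage 13) were plated 16-24 hr, then exposed to compounds (1:260 dilution of DMSO stock) for 48 hours at 37C. After MPER lysis, β-galactosidase reporter activity was read as FDG fluorescence (ex 480/em 540) after 30 minutes.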
BCR signal inh – blocks chronic active B-cell receptor signaling; 0.05% of 340,000 active; Potency, µM (series often up to 46.1 µM), for the others: at the highest dose ratio change, negative = lower green/red ratio, hits mostly inhibitors; ABC-DLBCL IkBa-CBG/CBR reporter, luminescence ratio, 4 h; AID 493014; active means well fitted inhibition curve with a large enough effect in the signal ratio, with a control signal flat, not every such curve was filed as active; inconclusive means small, poorly fitted or top-dose-only effect, or effect the other way, or a change in a side signal; the % refers to the signal ratio;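 further: potency means the concentration at half of the fitted maximal effect; plate controls were basal doxycycline-induced cells for no effect and cells given 10 µM MG132 for full effect; MG132 reads +100%, hits lower the ratio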
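TMD8 human ABC-DLBCL cells with doxycycline-inducible IκBα–green luciferase fusion and unfused red luciferase, in 0.5% FBS medium; compounds up to 46 uM, 4 h at 37C. Green/red luminescence ratio, filter-overlap corrected, fitted to concentration-response curves.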
FBPA coupling cs – inhibits coupling enzyme system, counter-screen for aldolase hits; activity change, negative = inhibition, % at 58.2 µM, hits read low; coupling enzyme system counterscreen, AmpLite Red fluorescence; 0.67% of 290,000 active; in the data active means activity change below about -30%; further: on the % scale 0 is the no-effect control and ±100 the full control effect
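Coupling enzymes only (glyceraldehyde-3-phosphate) + compound, at 57.5 uM final, 10 min RT; add substrate/coupling/AmpLite Red mix, 20 min RT; fluorescence ex 525/em 598 nm. Actives flag coupling-system interference.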
Menin MLL FP TR – inhibitors of human menin-MLL interaction, mutant MLL peptide. Menin + Texas Red MLL mutant peptide, fluorescence polarization. Potency, µM (titrated, usually from 61.6 µM), without a hit: at the highest dose FP activity change, negative = inhibition, hits mostly inhibitors. 0.23% of 270,000 active; active means well fitted inhibition curve with a large enough effect in the polarisation, with a control signal flat, not every such curve was filed as active; inconclusive means small, poorly fitted or top-dose-only effect, or effect the other way, or a change in a side signal; inactive means no such curve, though single readings can be large or run the other way; the % refers to the polarisation; further: potency means the concentration at half of the fitted maximal effect; % of control where 0% means no effect; many of its hits are not listed in these tables
Target sequence (O00255 whole entry, looked up): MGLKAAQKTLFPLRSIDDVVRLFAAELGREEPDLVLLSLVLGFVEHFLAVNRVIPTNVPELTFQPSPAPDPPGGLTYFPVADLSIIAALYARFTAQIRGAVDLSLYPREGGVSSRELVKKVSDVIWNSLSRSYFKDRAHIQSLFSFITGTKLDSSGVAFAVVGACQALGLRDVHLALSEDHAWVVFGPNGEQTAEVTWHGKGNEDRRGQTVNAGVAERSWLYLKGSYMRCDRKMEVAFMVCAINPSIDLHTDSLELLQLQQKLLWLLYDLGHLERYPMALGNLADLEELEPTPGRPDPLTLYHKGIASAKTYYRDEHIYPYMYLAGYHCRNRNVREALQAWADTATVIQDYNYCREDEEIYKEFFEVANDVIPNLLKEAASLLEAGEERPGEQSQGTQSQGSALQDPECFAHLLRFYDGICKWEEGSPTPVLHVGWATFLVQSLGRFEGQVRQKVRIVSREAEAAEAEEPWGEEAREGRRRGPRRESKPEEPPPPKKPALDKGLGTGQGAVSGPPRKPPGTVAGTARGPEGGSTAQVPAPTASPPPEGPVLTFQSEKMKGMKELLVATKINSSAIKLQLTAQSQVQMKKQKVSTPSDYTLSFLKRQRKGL
Giardia killer – Giardia lamblia killing; Giardia lamblia trophozoite viability; activity change, % at 7.66 µM, hits read low; 0.15% of 340,000 active; in the data active means activity change below about -80%; inconclusive means between about -30% and that limit;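 further: parasites exposed to compound for two days anaerobically before the ATP read; on the % scale 0 is the no-effect control and ±100 the full control effect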
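Trophozoites 100 cells/well + cpd; 48 hrs, 37 deg C, anaerobic. ATPLite 1-Step added, 15-30 min RT, luminescence read (ATP-based viability).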
TSG101-PTAP inh – blocks PTAP/TSG101 interaction to inhibit HIV-1 budding | Fluorescence polarization, FITC-PTAP peptide / Tsg101 binding | AID 493005 | Potency, µM (titrated, usually from 115 µM), inactives show at the highest dose activity change, negative = inhibition, hits mostly inhibitors | Q99816 | 340,000 tested, under 10 active; active means well fitted inhibition curve with a large enough effect in the main read-out, with a control signal flat, not every such curve was filed as active; inconclusive means small, poorly fitted or top-dose-only effect, or effect the other way, or a change in a side signal; inactive means no such curve, though single readings can be large or run the other way; further: potency means the concentration at half of the fitted maximal effect; % of control where 0% means no effect
Target sequence (Q99816 whole entry, looked up): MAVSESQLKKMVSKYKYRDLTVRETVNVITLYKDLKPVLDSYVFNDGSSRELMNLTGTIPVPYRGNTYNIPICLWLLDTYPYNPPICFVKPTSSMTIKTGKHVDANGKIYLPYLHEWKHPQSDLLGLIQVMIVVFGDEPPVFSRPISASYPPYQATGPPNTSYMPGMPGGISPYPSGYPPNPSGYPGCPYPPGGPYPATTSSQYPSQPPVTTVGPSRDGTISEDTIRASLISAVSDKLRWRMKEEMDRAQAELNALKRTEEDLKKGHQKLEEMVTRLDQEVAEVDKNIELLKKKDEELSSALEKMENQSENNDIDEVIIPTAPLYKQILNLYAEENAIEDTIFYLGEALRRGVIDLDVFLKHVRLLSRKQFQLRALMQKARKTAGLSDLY
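Tsg101 binding domain (10 uM final) was mixed with compound and a FITC-labeled PTAP peptide (50 nM final) in HEPES pH 7.5 buffer with NaCl, Tween 20, EDTA and TCEP; fluorescence polarization was read after 20 min at r.t.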
S-ASM inh – blocks human secretory acid sphingomyelinase. P17405. placental ASM, HMU-PC fluorogenic substrate, 60 min. Potency, µM (titrated, usually from 57.5 µM), for inactives: at the top dose activity change, negative = inhibition, actives largely listed as inhibitors. 0.006% of 340,000 active. AID 504937; further: potency means the concentration at half of the fitted maximal effect
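Steps: dispense placental human ASM, pin compound, wait 10 min at room temperature, add HMU-PC0 substrate at 9 uM final, incubate 60 min at 37 °C, add stop solution raising pH to 10, read fluorescence.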
GALK inh – galactokinase (human) inhibition. P51570. Purified GALK, Kinase-Glo residual ATP luminescence. Potency, µM (titrated, usually from 57.5 µM), for inactives: top-dose activity change, negative = inhibition, most hits filed as inhibitors. 0.007% of 270,000 active. AID 1868; further: potency means the concentration at half of the fitted maximal effect; on the % scale 0 is the no-effect control and ±100 the full control effect
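5 nM enzyme, 35 uM ATP, 100 uM galactose, 20 mM HEPES pH8.0, 5 mM MgCl2; 1 h RT; residual ATP by Kinase-Glo Plus luminescence, qHTS format.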
B2AR arrestin – agonists driving beta-arrestin recruitment to human beta2-adrenergic receptor; P07550; beta-arrestin recruitment to beta2AR, cell-based reporter; Potency, µM (titrated, usually from 46.1 µM), for the others: top-dose activation, actives largely listed as activators; 0.02% of 330,000 active; AID 492947;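 further: potency means the concentration at half of the fitted maximal effect; 0% = DMSO controls and full agonism = EC100 isoproterenol or metaproterenol; nearly all actives have a fitted effect of over 65% in size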
Tb PFK inh – T. brucei PFK enzyme inhibition | O15648 | T. brucei PFK, ADP-Glo luminescence | Potency, µM (doses to about 57.5 µM), inactives show at the highest dose activity, negative = inhibition, most hits filed as inhibitors | 0.17% of 330,000 active;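 further: potency means the concentration at half of the fitted maximal effect; 0% = uninhibited 1x PFK enzyme wells and -100% = no-enzyme wells; nearly all actives have a fitted effect of over 60% in size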
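Activity is normalized to no-enzyme wells (full inhibition) and 1.25 nM enzyme wells (no inhibition). Reaction: 0.5 mM F6P, 0.1 mM ATP, 45 min RT, ADP-Glo luminescence; concentration-response curves fitted and classed by quality.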
PKM2 act – PKM2 (human) enzyme activation; purified PKM2, Kinase-Glo ATP luminescence, activation; response scale: 0% is enzyme alone, no compound; Potency, µM (series often up to 57.5 µM), without a hit: at the highest dose activation, usual class: activators; 0.34% of 260,000 active; AID 1631; further: potency means the concentration at half of the fitted maximal effect; on the % scale 0 is the no-effect control and ±100 the full control effect; nearly all actives have a fitted effect of over 55% in size
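Kinase-Glo luminescence reports ATP generated from ADP (0.1 mM) and PEP (0.5 mM) by purified hPK-M2 after 1 h at room temperature, pH 7.2 imidazole buffer; intermediate enzyme activity allows detecting inhibitors and activators.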
* = called active by the depositor; ? = inconclusive; / = no result given; [ ] = remark or other dose. Unless noted, the call rests on the fitted dose curve; in most records, active means well fitted curve in the direction sought with a large enough effect; inconclusive means small, poorly fitted or top-dose-only effect, or another doubt; inactive means no such curve, though single readings can be large; an effect the other way counts as inactive or inconclusive. Some of the compounds tested. The share of hits here may be higher or lower than overall.

Screens in order – a7 integrin act, BCR signal inh, FBPA coupling cs, Menin MLL FP TR, Giardia killer, TSG101-PTAP inh, S-ASM inh, GALK inh, B2AR arrestin, Tb PFK inh, PKM2 act
- COc1cc(C(=O)N2CCC(C(N)=O)CC2)ccc1OCc1c(C)noc1C
    20%, -2%, /, /, 2, -5%, 7%, /, -0.9%, 0%, /
- Cc1c(NCc2cccnc2)cccc1C(=O)O
    18%, 9%, 1, -17%, -9, -1%, 2%, 6%, -2.0%, 0%, -4%
- CCC1Oc2ccc(C)cc2N(CC(=O)NCc2cc(OC)ccc2OC)C1=O (centres undefined)
    -10%, 2%, 0, 5%, 5, -2%, -1%, 1%, -0.9%, -1%, -1%
- CCOC(=O)C1=C(CSc2nccn2C)NC(=O)NC1c1ccc2c(c1)OCO2 (centres undefined)
    -7%, 9%, 7, -10%, -8, -2%, 2%, 1%, 0.1%, -8%, 8%
- COc1ccccc1C(=O)COC(=O)CN1C(=O)NC2(CCCC2)C1=O
    -13%, ?, /, /, -2, 0%, -2%, /, 4.0%, -2%, /
- COc1ccc(OCCOC(=O)CCS(=O)(=O)c2ccc(C)cc2)cc1
    -5%, -13%, /, /, -2, -5%, -4%, /, -0.1%, 0%, /
- O=C(c1ccccc1F)N1CCN(c2cccc(C(F)(F)F)c2)CC1
    2%, 0%, -1, ?, -8, -8%, -4%, 0%, -0.5%, -1%, -2%
- C#CCN1C(=O)C(O)(CC(=O)c2cccc(OC)c2)c2ccccc21 (centres undefined)
    -53%, -11%, -5, -18%, -11, -9%, 1%, 3%, -0.1%, -1%, -20%
- O=C(NCc1ccco1)c1ccc(COc2cc(Cl)ccc2Cl)cc1
    15%, 0%, -1, -5%, 7, -13%, -21%, -1%, -0.4%, 0%, 7%
- O=C(O)C[C@@H](CNC(=O)COc1ccc2ccc(=O)oc2c1)c1ccc(Cl)cc1
    10%, -8%, /, /, -13, -5%, 23%, -2%, -0.4%, 1%, /
- COCCCNC(=O)CCS(=O)(=O)Cc1ccc(C)cc1
    -12%, 0%, 5, 5%, 6, -3%, 4%, 1%, 0.1%, -3%, 0%
- NC(=O)CC(NC(=O)Cc1ccc(Cl)cc1)c1ccc(NC2CCN(Cc3ccccc3)CC2)c([N+](=O)[O-])c1 (centres undefined)
    0%, ?, 0, 18%, 2, -1%, -4%, /, 0.5%, 1%, 0%
- CCOC(=O)c1ccc(S(=O)(=O)N2CCN(S(=O)(=O)CC)CC2)cc1
    10%, -9%, 0, -1%, 8, -2%, 2%, 0%, -1.1%, -6%, 16%
- Clc1cccc(OCCCCCN2CCOCC2)c1
    -17%, 6%, 6, -3%, -17, -5%, -3%, 7%, -0.4%, -7%, 0%[11.5 µM]
- CCc1ccc2[nH]c(=O)c(CN(Cc3ccc4c(c3)OCO4)C(=O)c3ccco3)cc2c1
    12%, 1%, -8, 2%, -12, -9%, -6%, -7%, -0.3%, 4%, 1%
- CCSc1ccccc1C(=O)NC1CCCCC1
    14%, 8%, 2, -18%, -6, 1%, 5%, 0%, 0.2%, -10%, 1%
- CSc1ccccc1C(=O)OCC(=O)Nc1ccc(N2CCOCC2)cc1
    -14%, -5%, /, /, 11, 0%, 0%, /, -0.8%, 0%, /
- Cc1c(-c2ncn[nH]2)sc(C#N)c1-c1ccccc1
    -21%, ?, 3, -1%, 15, 0%, -1%, 0%, 0.2%, 5%, /
- CCC1Nc2ncnc(N3CCOCC3)c2N(Cc2ccc(C)cc2)C1=O (centres undefined)
    27%, -10%, /, /, -8, -3%, -1%, /, -0.7%, -2%, /
- CC(O)CNCCCOc1ccccc1OCc1ccccc1 (centres undefined)
    -43%, -2%, -1, 1%, -9, 0%, -1%, 0%, 0.0%, -1%, 2%
- Cc1ccc(C)c(S(=O)(=O)ON2C(=O)c3ccccc3C2=O)c1
    -35%[inhibitor], -24%, 2, 11%, 1, -3%, -1%, -5%, -0.3%, 3%, 17%
- O=C(NNC(=O)c1ccccc1Cl)c1ccncc1
    4%, 3%, 4, -25%, 88[activator], 27%, 0%, 0%, -0.4%, -3%, -4%
- CC(=O)c1nnn(-c2ccc([N+](=O)[O-])cc2C)c1C
    12%, ?, 1, 16%, -16, -5%, 1%, -1%, -0.1%, -2%, 4%
- CC1=CC(C)C2COC(c3ccc[n+](C)c3)C1C2C (centres undefined)
    -18%, 2%, 0, 6%, 0, -6%, 3%, 2%, -1.0%, 0%, -4%
- CCCCC(NC(=O)Cc1c(C)c2cc3c(C)c(C)oc3c(C)c2oc1=O)C(=O)O (centres undefined)
    ?, 1%, 9, -16%, 6, -6%, 180%[activator], -2%, -0.5%, -7%, /
- CCOC(=O)C(CC)/C(C)=N\NC(=O)CCC(=O)Nc1ccc(Cl)cc1Cl (centres undefined)
    -8%, -16%, 1, 5%, -10, -3%, 2%, 10%, -0.5%, 0%, /
- CCCc1cc(C(=O)OC)c(NC(=O)CCC(=O)O)s1
    11%, 0%, 6, -8%, -3, 0%, 7%, -2%, -0.5%, 0%, -1%
- O=C(NC(=S)Nc1ccccc1N1CCOCC1)c1cccs1
    -7%, ?, 2, -2%, 12, -1%, 8%, 1%, -0.4%, -3%, 0%
- O=C1c2ccccc2C(=O)N1OS(=O)(=O)c1ccc(F)cc1
    44%, 0%, 1, 42%[activator], -28, 3%, 3%, -1%, 0.4%, 1%, 4%[0.46 µM]
- COc1ccc(N(CC(=O)Nc2ccc(F)cc2F)S(=O)(=O)c2c(C)nn(C)c2C)cc1
    26%, 7%, -2, 12%, ?, -2%, 3%, 2%, -0.1%, -8%, /

Some of the entries above in another layout:
smiles,a7 integrin act,BCR signal inh,FBPA coupling cs,Menin MLL FP TR,Giardia killer,TSG101-PTAP inh,S-ASM inh,GALK inh,B2AR arrestin,Tb PFK inh,PKM2 act
CC(=O)c1nnn(-c2ccc([N+](=O)[O-])cc2C)c1C,12%,?,1,16%,-16,-5%,1%,-1%,-0.1%,-2%,4%
CC1=CC(C)C2COC(c3ccc[n+](C)c3)C1C2C (centres undefined),-18%,2%,0,6%,0,-6%,3%,2%,-1.0%,0%,-4%
CCCCC(NC(=O)Cc1c(C)c2cc3c(C)c(C)oc3c(C)c2oc1=O)C(=O)O (centres undefined),?,1%,9,-16%,6,-6%,180%[activator],-2%,-0.5%,-7%,/
CCOC(=O)C(CC)/C(C)=N\NC(=O)CCC(=O)Nc1ccc(Cl)cc1Cl (centres undefined),-8%,-16%,1,5%,-10,-3%,2%,10%,-0.5%,0%,/
CCCc1cc(C(=O)OC)c(NC(=O)CCC(=O)O)s1,11%,0%,6,-8%,-3,0%,7%,-2%,-0.5%,0%,-1%
O=C(NC(=S)Nc1ccccc1N1CCOCC1)c1cccs1,-7%,?,2,-2%,12,-1%,8%,1%,-0.4%,-3%,0%
O=C1c2ccccc2C(=O)N1OS(=O)(=O)c1ccc(F)cc1,44%,0%,1,42%[activator],-28,3%,3%,-1%,0.4%,1%,4%[0.46 µM]
COc1ccc(N(CC(=O)Nc2ccc(F)cc2F)S(=O)(=O)c2c(C)nn(C)c2C)cc1,26%,7%,-2,12%,?,-2%,3%,2%,-0.1%,-8%,/

(continued)
Screens in order – a7 integrin act, BCR signal inh, FBPA coupling cs, Menin MLL FP TR, Giardia killer, TSG101-PTAP inh, S-ASM inh, GALK inh, B2AR arrestin, Tb PFK inh, PKM2 act
- COc1ccc(-n2c(Cc3cccn3C)nnc2SCC(=O)N2CCCC2)cc1
    -18%, 1%, -3, -1%, -2, -2%, 9%, -2%, 0.3%, 0%, 3%
- CCCn1c(SCC(=O)NC23CC4CC(CC(C4)C2)C3)n[nH]c1=O
    -3%, 0%, -3, ?, -10, -4%, 0%, -1%, -1.2%, 12%, 2%
- Cc1ccc2c(c1)nc(NCCCO)n2C
    13%, ?, 0, 0%, 20, 0%, -2%, 4%, 0.0%, 1%, 9%
- S=C(NCCc1ccccc1)NCCN1CCOCC1
    0%, -10%, 0, ?, -17, 1%, 1%, /, -0.2%, 0%, 1%
- O=C(Cc1ccccc1[N+](=O)[O-])NCCC1=CCCCC1
    0%, -1%, 1, 1%, -6, 0%, 8%, -1%, -0.1%, 0%, 0%
- CCOC(=O)C1=C(C(F)(F)F)Nc2ncnn2C1c1cc(OC)c(OC)cc1OC (centres undefined)
    -16%, 0%, 1, 0%, 8, -2%, 7%, 1%, -0.6%, -2%, -15%
